Screening results deposited in PubChem by Broad Institute.
RAD54 branch = inhibitors of human RAD54 branch migration, primary screen, biochemical, fluorescence, single point | inhibition, % at 10.4 µM | DNA repair and recombination protein RAD54-like (Homo sapiens), Q92698 | 360,000 compounds, 0.14% hits | RAD54 Holliday junction branch migration, FAM/BHQ fluorescence;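 active = mean normalized replicate activity at least 40 and at least half of replicates scoring 40 or more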;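 note: 0% = median of neutral control wells and 100% = median of positive control wells; inhibitors cause a drop in the FAM fluorescence signal; in these data hits start at about 50%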
Target sequence (Q92698 whole entry, looked up): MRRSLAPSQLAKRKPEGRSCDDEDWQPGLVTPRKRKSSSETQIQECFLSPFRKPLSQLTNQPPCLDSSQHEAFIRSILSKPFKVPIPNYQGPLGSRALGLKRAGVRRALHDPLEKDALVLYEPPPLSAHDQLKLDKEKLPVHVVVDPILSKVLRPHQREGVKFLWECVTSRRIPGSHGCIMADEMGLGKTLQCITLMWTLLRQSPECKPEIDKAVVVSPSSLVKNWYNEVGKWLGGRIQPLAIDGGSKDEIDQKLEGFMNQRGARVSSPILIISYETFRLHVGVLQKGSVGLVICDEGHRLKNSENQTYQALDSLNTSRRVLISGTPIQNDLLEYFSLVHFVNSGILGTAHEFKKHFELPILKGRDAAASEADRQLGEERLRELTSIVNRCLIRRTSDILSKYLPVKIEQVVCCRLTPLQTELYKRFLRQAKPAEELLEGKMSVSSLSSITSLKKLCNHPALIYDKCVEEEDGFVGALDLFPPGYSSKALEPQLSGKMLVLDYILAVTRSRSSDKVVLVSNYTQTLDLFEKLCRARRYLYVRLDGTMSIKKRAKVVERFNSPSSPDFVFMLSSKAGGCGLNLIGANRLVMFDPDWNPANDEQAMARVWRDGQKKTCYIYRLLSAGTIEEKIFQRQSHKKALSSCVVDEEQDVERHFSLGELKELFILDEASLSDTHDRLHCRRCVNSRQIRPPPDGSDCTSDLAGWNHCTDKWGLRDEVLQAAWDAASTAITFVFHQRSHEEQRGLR
PglD DTNB = C. jejuni PglD acetyltransferase inhibitors, primary screen, biochemical, DTNB colorimetric, single point; purified PglD enzyme, DTNB colorimetric CoA detection; inhibition, % at 12.5 µM; UDP-N-acetylbacillosamine N-acetyltransferase PglD (Campylobacter jejuni); AID 602405, 2012; 360,000 compounds, 0.098% hits; in the data active = inhibition above about 16%, passing the limit was not always enough; note: strong numbers were not always called active
ERAP1 inh = human ERAP1 aminopeptidase inhibitors, primary screen, biochemical, single point, plate reader | recombinant ERAP1, Leu-AMC fluorescence, 60 min | inhibition, % at 10.7 µM | 340,000 compounds, 0.15% hits | AID 652197, 2013;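 active = mean replicate inhibition of at least 30%, or all replicates individually reaching that 30% level; inactive = mean below 30% and not every replicate reaching it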;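 note: 0% = neutral control wells and 100% = L-leucinethiol positive control wells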
RAD52 inh = RAD52 DNA annealing inhibitors, primary screen, biochemical, FRET, single point, set 2 | 360,000 compounds, 0.46% hits | DNA repair protein RAD52 homolog (Homo sapiens), P43351 | recombinant RAD52 DNA annealing, FRET fluorescence | inhibition, % at 18.7 µM;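 active = every replicate showing at least 50% inhibition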
miR122 inh = miR-122 Renilla sensor signal increase in Huh7, primary screen, miR-122 inhibitor project, cell-based, single point, plate reader | Huh7 miR-122 Renilla luciferase sensor, 48 h; neutral wells = 0, positive control = 100 | AID 602342, 2012 | 340,000 compounds, 0.3% hits | activation (reporter increase), % at 12.5 µM;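 active = mean replicate activation score at least 90 and every replicate individually at or above 90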;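 note: higher luciferase means less miR-122 activity so hits act as miR-122 inhibitors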
PGC1a acetyl inh = inhibitors of PGC1a acetylation signal, primary screen, cell-based, U2OS, AlphaScreen, inhibitor mode. inhibition, % at 15.6 µM. AlphaScreen anti-acetyl-lysine; with virally co-expressed GCN5 acetyltransferase. 350,000 compounds, 0.17% hits;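 active = every replicate shows inhibition of at least 40%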;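 note: 0% = neutral control wells and 100% = positive control wells; some results beyond the cut were filed as inactive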
E-sel inducer = E-selectin induction in HUVECs, primary screen, imaging, HUVEC, immunofluorescence imaging, single point; normalized: neutral wells 0, TNF-alpha wells 100; activation, % at 7.58 µM; 260,000 compounds, 0.37% hits; AID 686992, 2013;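 active = mean E-selectin-positive cell signal at least 10% of the positive control, reached in at least 60% of replicates, without over 20% cell loss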;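 note: in these data hits start at about 27%; measured in HUVEC primary endothelial cells; signal is the percent of cells scored E-selectin positive by PE staining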
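Test system: HUVEC; input: 3,000 HUVEC/well; measured by: immunofluorescence imaging; read-out: % PE-positive cells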
Cneo AK release = Cryptococcus neoformans cell lysis inducers, primary screen, AK release luminescence, single concentration | C. neoformans lysis, adenylate kinase release luminescence, 4 h; normalised: neutral wells 0, clomiphene wells 100 | lysis activity, % at 15 µM | 360,000 compounds, 0.2% hits | AID 651654, 2012;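 active = mean lysis activity across replicates of at least 80%, whatever share of replicates individually reach that level; inactive = mean lysis activity below 80%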
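Test system: log-phase Cryptococcus neoformans yeast cells. Input: 5 × 10^6 yeast cells/mL. Medium: fresh YPD growth medium. Doses: single dose. Incubation: static 4 h at 37 °C with compound, 1 h detection. Measured by: luminescent adenylate kinase detection reagent. Read-out: signal increase indicating cell lysis. Benchmarks: Clomiphene.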
Active calls of the source: *; · = not tested or not shown; [ ] = another dose, or the depositor's remark.

SMILES	RAD54 branch	PglD DTNB	ERAP1 inh	RAD52 inh	miR122 inh	PGC1a acetyl inh	E-sel inducer	Cneo AK release
O=C(N[C@@H]1CC[C@H](CCNS(=O)(=O)c2cccc(Cl)c2)O[C@H]1CO)c1ccccc1	·	0	1	·	·	1	0.6	·
COc1ccc(NC(=O)N(C)C[C@H]2Oc3c(NC(=O)Nc4ccc5c(c4)OCO5)cccc3C(=O)N([C@@H](C)CO)C[C@@H]2C)cc1	1	3	-1	-4	10[16.7 µM]	-4	·	-6
CC(=O)Nc1c(C)ccc([N+](=O)[O-])c1C	4	2	2	0	-7	5	1.9	0
CCN(CC)CCOC(=O)c1ccc(NC(=O)CCCN2C(=O)/C(=C/c3cccs3)SC2=S)cc1	8	-13	-9	-23	3	-8	-0.1	0
CC(=O)NC[C@@H]1[C@@H](c2ccc(-c3cccc(F)c3)cc2)[C@H](CO)N1C(C)=O	-8	1	0	-35	7[16.7 µM]	18	-0.6	2
COc1ccc(C(C)(C)C)cc1NC(=O)c1cccc(S(=O)(=O)N2CCN(C(C)=O)CC2)c1	8	-3	4	20	·	·	0.1	-10
CCCC(=O)Nc1ccc2c(c1)C(=O)N(C)[C@@H]1CC[C@@H](CC(=O)NCCc3ccncc3)O[C@H]1CO2	3	0	0	2	-8[16.7 µM]	1	0.0	3
O=C(C[C@@H]1CC[C@H](NC(=O)Nc2ccccc2)[C@H](CO)O1)NCc1ccccn1	-6	0	1	-10	·	7	-0.5	0
CCOc1ccc(N(CC(=O)NC2CCCCC2)S(=O)(=O)c2ccc(C)cc2)cc1	-18	-2	-5	1	5	4	0.5	-2
O=C(O)c1ccc(CS(=O)(=O)c2c(Cl)cccc2Cl)o1	1	-6	-4	-16	3	2	21	0
O=C(CSc1ccc(-c2ccccc2)nn1)N1CCCCC1	-1	-2	-1	-8	1	18	-3.0	-1
CC(OC(=O)/C=C/c1ccccc1)C(=O)Nc1ccc(C(N)=O)cc1 (configuration not stated)	9	-2	3	0	·	2	0.0	-2
COc1ccc(OC)c(NC(=O)c2ccc(-c3csc(C)n3)cc2)c1	-9	-5	-3	-6	-4	-2	0.1	1
COCCNC(=O)c1c[nH]c2ccc(OC)cc2c1=O	-3	1	·	·	-4	·	·	-1
O=Cc1c[nH]c2ccc(OCc3ccccc3)cc12	0	-7	-1	-22	-2	-4	·	-1
O=C1NC(c2cc(Cl)cc([N+](=O)[O-])c2O)Nc2ccccc21 (configuration not stated)	-18	6	-4	-12	-6	-3	·	-1
O=C(Nc1ccc(Cl)cc1)N1C[C@H]2[C@@H](c3ccccc31)[C@H](CO)N2C(=O)c1ccccn1	6	0	-2	-6	12[16.7 µM]	-8	1.1	-1
CCCc1nc2c(ccc3ccccc32)cc1CC	-7	2	2	-18	5	3	1.4	2
COC(=O)c1cn(C(=O)c2cccc(Br)c2)c2ccccc12	9	-2	0	-2	-15	3	0.0	0
O=C(COc1ccccc1Cl)Nc1nc(-c2cccs2)cs1	-1	1	·	·	-5	14	·	-3
Cc1ccc(O)c(C2=NOC(O)(C(F)(F)C(F)F)C2)c1 (configuration not stated)	-3	-5	5	2	1	6	·	3
OCCOc1nnnn1-c1ccccc1	-10	0	·	·	-3	3	·	4
Cc1[nH]n(-c2ccccc2)c(=O)c1C(c1ccccc1[N+](=O)[O-])C(C#N)C#N (configuration not stated)	-7	-3	-9	-114	-10	10	0.6	-1
COc1ccccc1CC(NC(C)=O)C(=O)NC1CCN(c2nnnn2-c2ccccc2)CC1 (configuration not stated)	3	-6	·	·	-8	3	·	-2
CN(C)c1ccc(NC(=O)CN2CCC(NC(=O)C3CCCCC3)CC2)cc1	·	·	-1	72*	-4	·	0.2	·
COc1ccc(NC(=O)CN(C)C(=O)CNC(=O)c2ccc(C)s2)cc1	8	-2	-5	-2	·	·	·	-2
Cc1ccc(C(=O)COC(=O)CCC(=O)Nc2ccccc2Cl)cc1[N+](=O)[O-]	-3	4	·	·	0	0	·	-3
Cc1nn(C(=O)c2cccs2)c(N)c1-c1ccccc1	4	1	4	-7	3	6	0.3	-22
COc1ccc(-c2nc3ccc(C)cc3c(=O)o2)cc1OC	-7	3	-1	-1	3	·	·	-1
C[C@H]1CCCCO[C@H](CN(C)C(=O)Cc2ccccc2)[C@@H](C)CN([C@@H](C)CO)C(=O)c2cc(NS(=O)(=O)c3ccccc3)ccc2O1	6	5	-2	16	2[16.7 µM]	3	-0.3	0
CC(C)NC(=O)c1ccc(N2CCOCC2)nc1	9	-1	·	·	-6	44	·	1
CC(=O)N1[C@H](C(=O)N[C@@H](C)c2ccccc2)[C@@H](CO)[C@@H]2Cn3c(cccc3=O)[C@@H]21	-4	2	-1	2	4[16.7 µM]	·	-0.1	56
CC1=CC(=C(C#N)C#N)C=C(C)N1CCC(C)C	·	·	5	-19	-5	-13	1.7	·
COc1ccccc1NC(=O)N1C[C@H]2[C@@H](c3ccccc31)[C@@H](CO)N2Cc1ccccc1F	4	3	-6	-40	15[16.7 µM]	-9	-0.3	0
O=C(c1ccccc1F)N1CC(=O)N2[C@H](CO)[C@@H](c3ccc(-c4ccccc4)cc3)[C@@H]2C1	·	·	-1	-1	·	7	-0.4	·
CCOc1ccc(-c2nc(CSCC(=O)NC3CCN(Cc4ccccc4)CC3)c(C)o2)cc1	5	4	0	-6	-17	·	-0.2	6

One compound at a time, as listed above.
COc1ccc(-c2nc3ccc(C)cc3c(=O)o2)cc1OC in the list: RAD54 branch = -7; PglD DTNB = 3; ERAP1 inh = -1; RAD52 inh = -1; miR122 inh = 3; PGC1a acetyl inh = ·; E-sel inducer = ·; Cneo AK release = -1
O=C(c1ccccc1F)N1CC(=O)N2[C@H](CO)[C@@H](c3ccc(-c4ccccc4)cc3)[C@@H]2C1 in the list: RAD54 branch = ·; PglD DTNB = ·; ERAP1 inh = -1; RAD52 inh = -1; miR122 inh = ·; PGC1a acetyl inh = 7; E-sel inducer = -0.4; Cneo AK release = ·

The listing continues:
SMILES	RAD54 branch	PglD DTNB	ERAP1 inh	RAD52 inh	miR122 inh	PGC1a acetyl inh	E-sel inducer	Cneo AK release
CO[C@@H]1CN(C)C(=O)c2cc(NS(C)(=O)=O)ccc2OC[C@H](C)N(C(=O)C2CCC2)C[C@@H]1C	0	0	1	0	0[16.7 µM]	-1	-0.1	0
COc1ccccc1S(=O)(=O)Cc1ccc(C(=O)NCCN2CCCC2)o1	-3	2	·	·	-1	13	·	1
CC(=O)N(C)C[C@H]1Oc2cc(-c3ccccc3C)ccc2S(=O)(=O)N([C@@H](C)CO)C[C@@H]1C	-6	0	0	0	-9[16.7 µM]	-6	-0.2	10
COc1ccc(CNC(=O)c2sc(=O)n(Cc3ccc(C)cc3)c2C)cc1OC	3	-2	·	-24	·	·	·	-1
CCOc1ccc(NC(=O)CN2CCN(C(=O)C3CCCO3)CC2)cc1 (configuration not stated)	8	-6	-4	-6	4	12	5.1	3
Cn1cnc(S(=O)(=O)N[C@H]2C=C[C@H](CC(=O)Nc3ccc(-c4ccccc4)cc3)O[C@H]2CO)c1	2	3	0	-7	10[16.7 µM]	-2	0.2	0
O=C(COc1ccccc1)NNc1nc2ccccc2s1	0	-3	3	-16	14	2	20	-2
COc1ccc(N2CCN(S(=O)(=O)c3cc(Br)cnc3N)CC2)cc1	-7	4	2	-9	0	27	·	0
S=C(NCc1cccnc1)NCc1cccnc1	-7	-7	-7	-12	-2	-1	3.5	7
O=C(COC(=O)CCCc1nc2ccccc2s1)Nc1ncc(Cl)cc1Cl	5	3	1	-23	-15	·	·	1
COCC(=O)N1CC2(C1)[C@H](c1ccccc1)[C@@H](CO)N2CCC(F)(F)F	·	·	-4	-9	·	2	0.0	·
C[C@H]1CN=C(N(C)C)N1CCC1CCCC1	-20	4	0	-5	-3	-10	0.0	4
O=C(NCC(=O)N(c1ccc(F)cc1)C(C(=O)NC1CCCC1)c1cccnc1)c1ccco1 (configuration not stated)	-2	6	1	-1	-5	3	0.1	1
Cc1csc(C)[n+]1CC(=O)c1ccccc1	6	2	-1	-8	-14	4	·	5
Cc1cc(C(=O)COc2ccc(F)cc2Br)c(C)n1C	2	5	-2	-10	-1	·	1.4	-1
C=CCn1c(SCC(=O)N2CCOCC2)nc2ccccc2c1=O	3	0	1	-9	0	-9	·	-3
COc1ccc(CCNC(=O)c2cc3c(=O)n4ccccc4nc3n(Cc3ccco3)c2=N)cc1OC	16	3	0	-25	-6	-16	·	11
C[C@@H]1CCCCO[C@H](CN(C)Cc2ccccc2)[C@H](C)CN([C@H](C)CO)C(=O)c2cc(NS(=O)(=O)c3cccs3)ccc2O1	18	9	2	13	17[16.7 µM]	-6	·	-2
CC1CCc2sc3ncnc(N4CCN(CCO)CC4)c3c2C1 (configuration not stated)	6	-1	7	-1	·	·	0.5	0
O=C(CN1CCN(S(=O)(=O)c2ccc3ccccc3c2)CC1)Nc1ccc(N2CCOCC2)cc1	2	-2	-3	-12	-18	5	4.2	1
O=C(CCCNC(=O)c1ccc(Cl)cc1)Nc1cccc(F)c1	2	-4	-5	-9	1	-4	·	-1
[O-]/C(=C(\C(=S)NCc1ccccc1)[n+]1ccccc1)c1ccc(Cl)cc1	·	·	-5	-20	-4	-2	·	·
Cc1cc(=O)nc2c3ccccc3n(CC(=O)NCCCN3CCCC3=O)n12	-6	-4	0	-10	0	-2	·	1
COc1ccccc1CN1[C@@H]2Cn3c(ccc(C4=CCCCC4)c3=O)[C@H]1[C@@H](C(=O)N(C)C)[C@@H]2CO	-3	-2	1	-2	0[16.7 µM]	·	0.7	0
COc1nc(Nc2ccccc2)nc(OC)n1	7	-2	2	-22	4	2	3.5	-3
COc1ccc(C(=O)N2CC(=O)Nc3ccccc32)cc1S(=O)(=O)N1CCCC1	·	·	0	-7	·	6	0.0	·
C[C@@H]1CN([C@@H](C)CO)C(=O)c2cc(-c3ccc(C#N)cc3)cnc2O[C@@H]1CN(C)C(=O)c1cccnc1	8	-1	-1	17	·	4	-0.1	46
CCCC(=O)NCCc1cc2ccc(OC)cc2[nH]c1=O	0	-3	·	·	-2	-9	·	-5
CO[C@@H]1CN(C)C(=O)c2cc(NC(=O)c3cnccn3)ccc2OC[C@H](C)NC[C@H]1C	-3	9	-1	-55	-9[16.7 µM]	3	0.0	0
COc1cccc(-c2ccc([C@H]3[C@H]4CN(C(=O)CN5CCOCC5)CC(=O)N4[C@H]3CO)cc2)c1	·	·	-1	-1	·	-13	-0.2	·
COCCCn1ccc(O)c(Cc2ccc(F)cc2)c1=O	7	-4	·	·	1	4	·	-6
COC(=O)c1cc([N+](=O)[O-])ccc1N1CCN(Cc2ccccc2)CC1	7	-7	·	·	-1	1	·	-2
